M. tuberculosis HTS: M. tuberculosis growth inhibition, HTS (AID 449762); M. tuberculosis H37Rv growth inhibition, 7H9 media; higher % means a stronger effect; inhibition, % at 25 µM; hits with a dose series show IC50 in µM; hit rate 0.59% among 330,000; in the data active means a potency from the dose series; inconclusive means inhibition above about 70% without an active follow-up result;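 further: bacterial growth assessed after seven days of incubation; strong numbers were not always called active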
M. tuberculosis: growth inhibition of non-replicating M. tuberculosis (AID 488890); hit rate 0.39% among 320,000; Mycobacterium tuberculosis non-replicating, growth inhibition; higher % means a stronger effect; inhibition, % at 25 µM; hits with a dose series show IC50 in µM; in the data active means a potency from the dose series; inconclusive means inhibition mostly from about 82% at the one dose, without a potency; inactive means the rest, 99 in 100 with inhibition below about 76%;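 further: plate controls were DMSO cells for no effect and high antibiotic wells for full effect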
VEEV TC-83 Vero: inhibitors of VEEV TC-83 cytopathic effect, confirmation, Vero cells (AID 588727); Vero cells, VEEV TC-83 cytopathic effect inhibition; higher % means a stronger effect; hit rate 0.13% among 350,000; inhibition, % at 20 µM, or IC50 in µM where a hit was titrated; in the data active means a potency from the dose series; inconclusive means inhibition mostly from about 14% at the one dose, without a potency; inactive means the rest, 99 in 100 with inhibition below about 12%; further: strong numbers were not always called active
PhoP GFP inhibition: Inhibition of PhoP regulon, Salmonella typhi GFP reporter cells, confirmation, 4 h (AID 1850); inhibition, % at 50 µM, or IC50 in µM where a hit was titrated; Salmonella Typhi PhoP-promoter GFP reporter, fluorescence, 4 h; higher % means a stronger effect; hit rate 0.33% among 310,000; in the data active means a potency from the dose series; inconclusive means inhibition mostly from about 25% at the one dose, without a potency; inactive means the rest, 99 in 100 with inhibition below about 19%;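 further: 0% = induced wells with vehicle and 100% = uninduced wells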
influenza NS1A: NS1A inhibition, H1N1 influenza, cell based functional assay (AID 504329); one-dose inhibition, % at 12.5 µM; IC50 in µM for titrated hits; hit rate 0.3% among 340,000; NS1A functional cell-based assay, percent inhibition; higher % means a stronger effect; in the data active means a potency from the dose series; inconclusive means inhibition above about 27% without an active follow-up result; further: strong numbers were not always called active
VEEV TC-83 Vero 10K pilot screen: recorded beside VEEV TC-83 Vero, whose call it bears; inhibition, %; measured here: 10K pilot screen inhibition
Active calls of the source: *; i = inactive; ? = inconclusive; / = not tested or not shown.

Start of the data: the first three entries, ahead of the listing:
SMILES	M. tuberculosis HTS	M. tuberculosis	VEEV TC-83 Vero	PhoP GFP inhibition	influenza NS1A	others
COc1ccc(OC)c(NC(=O)c2ccc(N3C(=O)C4CC=C(C)CC4C3=O)cc2)c1 (stereo not drawn)	3%	4%	0.3%	0%	4%
CC(C)c1nc(SCC(=O)N2CCCC2)c2ccccc2n1	-11%	10%	4.0%	3%	-2%
CCn1c(=O)cc(OCC(=O)NCCc2ccc(OC)c(OC)c2)c2ccccc21	2%	-18%	i	-6%	-117%

Main list, from the start:
SMILES	M. tuberculosis HTS	M. tuberculosis	VEEV TC-83 Vero	PhoP GFP inhibition	influenza NS1A	others
COc1ccc(OC)c(NC(=O)c2ccc(N3C(=O)C4CC=C(C)CC4C3=O)cc2)c1 (stereo not drawn)	3%	4%	0.3%	0%	4%
CC(C)c1nc(SCC(=O)N2CCCC2)c2ccccc2n1	-11%	10%	4.0%	3%	-2%
CCn1c(=O)cc(OCC(=O)NCCc2ccc(OC)c(OC)c2)c2ccccc21	2%	-18%	i	-6%	-117%
COc1ccc(NS(=O)(=O)c2ccc(NC(=O)Cc3cccs3)cc2)cc1	-2%	9%	0.1%	-9%	1%
O=[N+]([O-])c1ccc(O)c(C=Nc2ccc3c(c2)OCO3)c1	57%	28%	0.3%	21%	-2%
Cc1cc2c(c(=O)n1Cc1ccccn1)C(C(C)C)C(C#N)=C(N)O2 (stereo not drawn)	-14%	-19%	1.5%	-5%	6%
CN(CCOc1ccc(-c2ccn(S(=O)(=O)c3c(Cl)cccc3Cl)n2)cc1)c1ccccn1	2%	9%	6.6%	-6%	16%
COc1ccc(CNC(=O)c2cccc(NC(=O)c3ccccc3)c2)cc1	5%	22%	2.0%	-2%	4%
Cc1ccc(C)c(C(=O)CN2C(=O)CCC2=O)c1	-3%	-6%	7.9%	-1%	-7%
COc1ccc(S(=O)(=O)Nc2nc3ccccc3nc2Nc2ccc3c(c2)OCO3)cc1	6%	-16%	/	0%	/
CC(C)CNc1oc(-c2ccc(F)cc2)nc1C#N	-4%	24%	i	-7%	1%
Cc1ccc(CN(C(=O)c2cc(=O)c3cc(Cl)c(C)cc3o2)C2CCS(=O)(=O)C2)cc1 (stereo not drawn)	29%	30%	i	3%	-2%
Clc1ccc(-n2nnnc2-c2ccno2)cc1	-5%	-14%	0.1%	-1%	/
COc1cccc(C2NC(=O)CCC2[N+](=O)[O-])c1OC (stereo not drawn)	0%	26%	0.8%	-6%	-14%
CC1CCCC(C)N1CCCNC(=O)CN1C(=O)COc2ccc(S(=O)(=O)N3CCOCC3)cc21 (stereo not drawn)	10%	11%	2.5%	-14%	-4%
O=S(=O)(c1ccc(F)cc1)N1CCCC(CO)C1 (stereo not drawn)	-3%	5%	0.0%	2%	-13%
O=C1c2ccccc2-c2cccnc21	-9%	-12%	0.9%	3%	-3%
Cc1cc2c(sc3ccccc32)c(C)n1	10%	0%	0.8%	5%	-8%
COc1nc(C)c2cc(C)oc2n1	-5%	10%	1.7%	-3%	6%
CN(C[C@H](Cc1ccccc1)N(C[C@@H](CC1CCCCC1)N(CCc1ccccc1)N=O)N=O)N=O	6%	15%	0.4%	1%	4%
CC(=O)CC(C)=NCCN=C(C)CC(C)=O	6%	4%	0.8%	-1%	6%
COc1ccc([C@H]2CC(=O)C=C(c3ccc(F)cc3OCc3ccccc3)C2)cc1OC	8%	-2%	8.1%	/	5%
O=C(N/N=C/C=C\c1cccc([N+](=O)[O-])c1)c1ccccn1	-1%	-8%	i	-12%	5%	VEEV TC-83 Vero 10K pilot screen=1.6
O=C(NCc1ccccc1Cl)c1ccc2c(=O)n(CCCN3CCCC3=O)c(=S)[nH]c2c1	-11%	-21%	2.0%	-12%	-18%	VEEV TC-83 Vero 10K pilot screen=0.0
CC(C)C(C(=O)Nc1ccc2c(c1)OCCOCCOCCOCCO2)N1C(=O)c2ccccc2C1=O (stereo not drawn)	-4%	-17%	1.2%	-2%	0%
CC(C)C(=O)OCCN=C1NS(=O)(=O)c2ccccc21	-6%	-11%	1.0%	-13%	-8%
Cc1cccn2c(Nc3ccccc3)c(-c3ccccn3)nc12	67%	51%	0.8%	0%	-14%
COCCNC(=O)C(=O)Nc1ccc(Cl)cc1C	3%	7%	9.5%	7%	-9%
COc1cccc(CN(C)C(=O)c2cccc(S(=O)(=O)Nc3cccc(C)c3)c2)c1OC	/	/	0.6%	/	-8%
Cc1cc(OCC(O)CN(CCO)CCO)ccc1Cl (stereo not drawn)	-1%	6%	0.7%	-6%	-9%
CCNc1nc(OC)nc(N(OC)S(=O)(=O)c2ccc(C)cc2)n1	4%	-8%	1.1%	0%	-21%
CCOC(=O)CSc1ccc(C(=O)Nc2ccc(OC)cc2)cn1	<0.2µM*	?	i	7%	-6%
CCCn1c(CN2CCN(C(=O)OCC)CC2)nc2c1c(=O)n(C)c(=O)n2C	1%	1%	0.0%	-4%	2%
Cc1ccc(NC(=O)Nc2ccccc2F)cc1S(=O)(=O)N1CCOCC1	5%	11%	3.3%	/	2%
Cc1ccc2c(c1)nnn2C1CCN(S(=O)(=O)c2ccc(C(=O)N3CC(C)CC(C)C3)cc2)CC1 (stereo not drawn)	-1%	8%	4.0%	-3%	4%
N#CC1(NC(=O)CSc2ccccn2)CCCCC1	-2%	-2%	3.0%	-2%	3%
CCOc1ccc(NC(=O)CSc2nc3ccsc3c(=O)n2CCC(=O)O)cc1	-5%	-7%	0.4%	3%	0%
O=C(c1ccccc1F)N1CCN=C1SCc1cccnc1	-3%	10%	3.9%	-18%	-2%
CN(Cc1ccccc1N1CCCC1)C(=O)c1cc2cc(Cl)ccc2o1	20%	?	1.7%	/	-1%
CCc1nnc(NC(=O)CSc2nnc(-c3c[nH]c4ccccc34)n2C)s1	-6%	16%	3.8%	6%	-2%
Nc1cc(=O)[nH]c(SCc2cccc3ccccc23)n1	1%	-3%	2.5%	-6%	0%
O=C(N/N=C/c1cccnc1)c1cc2ccccc2o1	-3%	-14%	0.6%	6%	4%
Cc1ccc(S(=O)(=O)N/N=C/c2ccc(C#N)cc2)cc1	-5%	5%	i	4%	-3%
CSc1nc2ccccc2n1C(=O)Oc1ccccc1	2%	21%	0.7%	8%	-13%
Cc1cc(C(=O)NCCCn2ccnc2)cs1	-2%	-2%	2.2%	-2%	2%
Cc1ccc(N(CC(=O)NCCc2ccccc2)C(=O)CCC(=O)Nc2cc(C)ccn2)cc1	-2%	-4%	2.1%	2%	11%
Cc1cc(C)c(NC(=O)CSc2nc3c(c(=O)n2C)SC(C)C3)c(C)c1 (stereo not drawn)	-6%	/	0.6%	-15%	13%
O=C1CC(SC2=NCCS2)C(=O)N1c1ccc(Br)cc1 (stereo not drawn)	4%	-9%	i	-9%	1%
CC(c1nc2scc(-c3ccccc3)c2c(=O)[nH]1)N1CCN(CC(=O)NC2CC2)CC1 (stereo not drawn)	/	/	7.2%	/	3%
O=c1[nH]n2c(=O)c3c([nH]c2c1N=Nc1cccc(C(F)(F)F)c1)CCCC3	67%	67%	2.3%	6%	-2%
CCOc1cc(N2CCOCC2)c(OCC)cc1NC(=O)CSc1nc(N)cc(=O)[nH]1	-5%	12%	2.9%	/	-13%
C/C(=N\OCC(=O)Nc1ccc(F)c(F)c1F)c1cc2ccccc2o1	-4%	62%	i	-5%	-2%
Cc1ccccc1N(CC(=O)NCCc1ccccc1)C(=O)c1ccc(N2CCCC2)nc1	-4%	43%	0.6%	0%	-2%
CCOC(=O)C1=C(C)Nc2sc(C(=O)c3ccc(OC)cc3)c(N)c2C1c1ccc(C(=O)OC)cc1 (stereo not drawn)	?	26%	1.2%	-1%	-8%	VEEV TC-83 Vero 10K pilot screen=3.9
O=C(O)CC(CC(=O)Nc1nncs1)c1ccccc1 (stereo not drawn)	-12%	/	0.6%	-4%	-3%
CCOC(=O)CSc1nc(Nc2ccc3c(c2)OCO3)c2ccccc2n1	?	?	2.5%	-2%	-7%
Clc1ccc(CN=C(Nc2ccccc2)NC2CCCCC2)cc1	?	70%	0.7%	9%	3%
CC(=O)Nc1cccc(NC(=O)CSc2nc(=O)n(Cc3ccncc3)c3c2CCC3)c1	5%	16%	0.7%	5%	-3%
CCC(=O)Nc1cc(C)c(NC(=O)c2ccccc2OC)cn1	-1%	-10%	0.3%	10%	0%
C=CCNC(=O)N[C@@H](CCSC)C(=O)OC	1%	/	0.2%	-5%	-1%
(cont.)
SMILES	M. tuberculosis HTS	M. tuberculosis	VEEV TC-83 Vero	PhoP GFP inhibition	influenza NS1A	others
O=P(c1ccccc1)(c1ccccc1)C(O)c1ccncc1 (stereo not drawn)	6%	10%	0.7%	-6%	-6%
Cc1ccc(NC(=O)Nc2ccon2)cc1	/	/	i	/	1%
CCOc1ccccc1N1CCN(C(=O)c2ccc3nc(N)sc3c2)CC1	1%	32%	8.5%	/	7%
COc1ccccc1CC(=O)Nc1ccc(Cl)cc1C(=O)O	1%	26%	1.1%	1%	-3%
COc1ccc(NC(=O)COC(=O)CCCOc2ccc(Cl)cc2Cl)cc1	12%	62%	1.0%	4%	-5%
CS(=O)(=O)NN1C(=O)c2ccccc2NC1c1ccccc1F (stereo not drawn)	1%	-9%	1.7%	-5%	23%
N#CCCn1cc(C(=O)O)c(-c2cccc([N+](=O)[O-])c2)n1	-2%	-4%	1.5%	12%	-4%
COc1ccc(C(=O)c2ccc(N3CCN(C(=O)c4ccc(F)cc4)CC3)c(F)c2)cc1Br	6%	0%	4.2%	16%	7%
CC1=NNC(=O)C1Cc1ccccc1 (stereo not drawn)	-6%	0%	i	9%	/
CCOc1cc2c(cc1/C=C1/NC(=O)N(CC(=O)OC)C1=O)OCO2	4%	-32%	0.3%	-32%	14%
Cc1nc(C)c(-c2ccc(SCC(=O)Nc3cccc(F)c3)nn2)s1	-17%	52%	0.8%	1%	-6%
C=CCC1NS(=O)(=O)OCC1C(C)C (stereo not drawn)	7%	58%	0.6%	10%	-1%
CC(=O)N1CCC(=NNC(=O)c2cccs2)CC1	-8%	i	2.0%	-2%	12%
CC1CCN(C(=S)Nc2ccc(SC(F)F)cc2)CC1	4%	40%	2.7%	-4%	11%
COc1ccc(/C=C2\SC(=S)N(CCCC(=O)N3CCN(C)CC3)C2=O)cc1OC	/	/	1.4%	/	1%
COC(=O)c1cc(S(=O)(=O)NCc2ccc3c(c2)OCO3)cn1C	5%	7%	2.3%	2%	-15%
CSc1cccc(NS(=O)(=O)c2ccc(F)cc2)c1	-3%	19%	2.5%	-13%	0%
CCOC(=O)Cn1nc(C)c(NC(=O)CCc2ccccc2)c1C	6%	-10%	i	-8%	1%
CC(C)(C)NC(=O)c1cccc(NC(=O)c2cccc(O)c2)c1	7%	8%	0.2%	-2%	11%
N#Cc1ccc(Cl)cc1NC(=O)CSc1nc2nc(-c3cccs3)cc(C(F)(F)F)c2c(=O)[nH]1	-9%	0%	/	-18%	/
O=C(Nc1cccc(NC(=O)c2ccccc2[N+](=O)[O-])c1)c1ccccc1Cl	-3%	7%	0.3%	-2%	1%
COc1cc2c(cc1OC)C13CCN4CC5=CCOC6CC(=O)N2C1C6C5C3C4 (stereo not drawn) (tested in a mixture with another compound)	/	/	1.1%	/	-3%
O=C(CNC(=O)Cc1cccc2ccccc12)NCc1ccccc1F	-6%	-7%	0.6%	1%	5%
O=C(NC1CCN(Cc2ccccc2)CC1)c1ccc(Oc2cc(Cl)cc(Cl)c2)o1	70%	15%	28%	-4%	-10%
O=C1OCCC1=Cc1ccccc1	/	/	0.3%	/	-6%
COc1ccc(CNC(=O)COC(=O)c2cccs2)cc1	-3%	25%	i	1%	-11%
COc1ccccc1-c1c(C)[nH]n2c(=O)c(Cc3ccccc3)c(C)nc12	6%	8%	6.6%	-3%	-8%
N=C1c2ccccc2CN1NC(=O)c1ccc(F)cc1	-1%	-8%	0.4%	-2%	-3%
O=C(NCc1nnc(SCC(=O)N2CCOCC2)o1)c1c(F)cccc1F	-17%	-12%	0.9%	-8%	0%
CCCCC(CCC(=O)NNC(=O)Cc1ccccc1)C(=O)O (stereo not drawn)	-2%	0%	i	-5%	0%

3 compounds out of the list, arranged by heavy-atom count, high to low.
SMILES	M. tuberculosis HTS	M. tuberculosis	VEEV TC-83 Vero	PhoP GFP inhibition	influenza NS1A	others
CCCCC(CCC(=O)NNC(=O)Cc1ccccc1)C(=O)O (stereo not drawn)	-2%	0%	i	-5%	0%
COc1ccc(CNC(=O)COC(=O)c2cccs2)cc1	-3%	25%	i	1%	-11%
N=C1c2ccccc2CN1NC(=O)c1ccc(F)cc1	-1%	-8%	0.4%	-2%	-3%

Compound activity as filed in PubChem.

Rows are unselected; overall some 1.6% were active at least once.
